Screening data as filed in PubChem BioAssay.
N370S GC mod = qHTS Assay for Inhibitors and Activators of N370S glucocerebrosidase as a Potential Chaperone Treatment of Gaucher Disease | Lysosomal acid glucosylceramidase (Homo sapiens), P04062 | N370S GC spleen homogenate, 4MU-glucoside fluorescence | Potency, µM (titrated, usually from 59.4 µM), inactives show top-dose activity change, negative = inhibition, hits mostly inhibitors | 330,000 compounds, 0.092% hits | AID 2101, 2009;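 further: 0% = full enzyme activity and -100% = no enzyme basal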
TDP1 cell noCPT = qHTS for Inhibitors of human tyrosyl-DNA phosphodiesterase 1 (TDP1): qHTS in cells in absence of CPT. DT40 Tdp1-/- hTDP1 cells, no CPT, ATP luminescence, 48 h. 420,000 compounds, 15% hits. Potency, µM (highest dose often 46.2 µM), inactives show at the top dose activity change, negative = growth inhibition, hits mostly inhibitors; further: nearly all actives have a fitted effect of over 55% in size
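No-CPT arm: Tdp1-/-;hTDP1 DT40 cells (400/well) plus compounds, incubated ≥48 hr at 37 °C. Readout CellTiter-Glo luminescence.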
TDP1 block = qHTS Assay for Inhibitors of Tyrosyl-DNA Phosphodiesterase (TDP1); Potency, µM (series often up to 130 µM), without a hit: top-dose activity change, negative = inhibition, most hits filed as inhibitors; 350,000 compounds, 0.28% hits; Tyrosyl-DNA phosphodiesterase 1 (Homo sapiens), Q9NUW8; recombinant TDP1, AlphaScreen DNA substrate cleavage; AID 485290, 2010; further: nearly all actives have a fitted effect of over 40% in size
Target sequence (Q9NUW8 whole entry, looked up): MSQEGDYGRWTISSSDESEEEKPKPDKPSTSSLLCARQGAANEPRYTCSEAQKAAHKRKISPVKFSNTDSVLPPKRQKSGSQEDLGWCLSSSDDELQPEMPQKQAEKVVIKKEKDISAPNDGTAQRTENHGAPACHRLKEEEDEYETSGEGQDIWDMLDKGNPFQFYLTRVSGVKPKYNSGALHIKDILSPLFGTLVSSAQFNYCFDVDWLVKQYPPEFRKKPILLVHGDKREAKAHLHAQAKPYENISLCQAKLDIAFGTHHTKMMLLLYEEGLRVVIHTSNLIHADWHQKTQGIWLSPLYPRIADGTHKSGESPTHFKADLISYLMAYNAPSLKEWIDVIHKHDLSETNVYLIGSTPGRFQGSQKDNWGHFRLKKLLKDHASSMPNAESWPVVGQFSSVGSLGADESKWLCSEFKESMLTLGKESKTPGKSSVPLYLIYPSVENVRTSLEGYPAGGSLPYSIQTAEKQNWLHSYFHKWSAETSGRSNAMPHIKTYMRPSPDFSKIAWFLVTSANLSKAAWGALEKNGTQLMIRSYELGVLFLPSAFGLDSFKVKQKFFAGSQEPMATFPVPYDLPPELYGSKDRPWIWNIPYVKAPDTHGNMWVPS
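Enzyme-compound mixtures sat 15 min at room temperature, followed by a 5 min reaction with 15 nM final substrate and 10 min with AlphaScreen beads. Recombinant human Tdp1 was used at 1 nM final.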
Starred values were filed as active, the others as inactive; & = joins results of further samples; [ ] = remark or other dose. The call rests on the fitted dose curve; in most records, active means well fitted curve in the direction sought with a large enough effect; inconclusive means small, poorly fitted or top-dose-only effect, or another doubt; inactive means no such curve, though single readings can be large; an effect the other way counts as inactive or inconclusive. Unless noted, on the % scale 0 is the no-effect control and ±100 the full control effect; potency means the concentration at half of the fitted maximal effect. This is a subset (hit frequency here may not be typical).

What do the screens show for `CCOC(=O)c1ccccc1N1C(=O)CSC1=S`?
N370S GC mod: 4%; TDP1 cell noCPT: inconclusive; TDP1 block: -2%

Results for Cc1cc(NC(=O)CSCC(=O)N(c2ccc(F)cc2)C(C(=O)NC2CCCCC2)c2ccc(O)c(O)c2)no1 (stereo not given) ?
N370S GC mod: 3%; TDP1 cell noCPT: 16µM*; TDP1 block: -5%

Results for CCN(CC)CCn1c(NC(=O)c2ccccc2O)nc2ccccc21 ?
N370S GC mod: -3%; TDP1 cell noCPT: inconclusive

Results for COc1ccc(N2CCN(C(=O)c3cccc(S(=O)(=O)N4CCOCC4)c3)CC2)cc1 ?
TDP1 cell noCPT: 3%; TDP1 block: 1%

Results for CC(C)c1nnc(SCC(=O)N2CCOCC2)n1C ?
N370S GC mod: 2%; TDP1 cell noCPT: 0%; TDP1 block: 1%

How did Cc1ccc(CS(=O)Cc2ccc(C(=O)NCc3ccccc3Cl)o2)cc1 (stereo not given) do in these assays?
N370S GC mod: 5%; TDP1 cell noCPT: inconclusive; TDP1 block: 2%&3%

Results for Cc1ccc(S(=O)(=O)N2CCCC2C(=O)OCC(=O)Nc2ccc3c(c2)OCO3)cc1 (stereo not given) ?
N370S GC mod: inconclusive; TDP1 cell noCPT: 2%; TDP1 block: 0%

How did Cc1csc(NC(=O)CSc2nnc(-c3ccccc3)o2)n1 do in these assays?
N370S GC mod: -1%; TDP1 cell noCPT: -18%; TDP1 block: 5%

What do the screens show for `O=[N+]([O-])c1ccccc1OCCCN1CCOCC1`?
N370S GC mod: 22%; TDP1 cell noCPT: -8%; TDP1 block: 2%

Results for CCN(CC)CCNC(=O)C(=O)NCC1OCCN1S(=O)(=O)c1ccc2c(c1)OCCO2 (stereo not given) ?
N370S GC mod: -3%; TDP1 cell noCPT: 0%; TDP1 block: -1%

What do the screens show for `CCOc1cc(/C=N/Nc2nncc(-c3ccccc3)n2)ccc1O`?
N370S GC mod: -4%; TDP1 cell noCPT: inconclusive; TDP1 block: 2%

What do the screens show for `Cc1nc2ncnn2c(C)c1CCC(=O)N1CCN(Cc2ccccc2)CC1`?
N370S GC mod: 0%; TDP1 cell noCPT: -10%; TDP1 block: 5%

Results for CCCN(Cc1cccs1)C(=O)Nc1cc(C)cc(C)c1 ?
TDP1 cell noCPT: inconclusive; TDP1 block: -3%

Results for Cc1ccccc1NC(=S)NC(C)C(c1cccs1)N1CCOCC1 (stereo not given) ?
N370S GC mod: 5%; TDP1 cell noCPT: inconclusive; TDP1 block: -3%

How did O=C(NCCc1ccccc1)c1cnc(Cl)c(Cl)c1 do in these assays?
N370S GC mod: 0%; TDP1 cell noCPT: inconclusive

How did Cc1ccc(C(=O)COC(=O)C2CCC2)cc1 do in these assays?
N370S GC mod: -4%; TDP1 cell noCPT: 1%

What do the screens show for `CCOC1=NN(c2ncc(C(F)(F)F)cc2Cl)C(=O)C1`?
N370S GC mod: 16%; TDP1 cell noCPT: -6%

How did COc1ccc(S(=O)(=O)N2CCOCC2)cc1C(=O)NCc1ccccc1CN1CCCC1 do in these assays?
TDP1 cell noCPT: -2%; TDP1 block: 0%

Results for COCCn1c(Sc2ccc(C)cc2)nc2c1c(=O)[nH]c(=O)n2C ?
N370S GC mod: 28%; TDP1 cell noCPT: -27%; TDP1 block: 5%

Results for COc1cc(C(=O)OCC(=O)N(C)Cc2ccccc2)cc(OC)c1OC ?
N370S GC mod: 3%; TDP1 cell noCPT: inconclusive; TDP1 block: 0%

Results for COCCN(C(=O)COC(=O)c1cc2c(s1)CCC2)c1c(N)n(Cc2ccccc2)c(=O)[nH]c1=O ?
N370S GC mod: 1%; TDP1 cell noCPT: -5%; TDP1 block: 0%[0.505 µM]

What do the screens show for `CC(C)n1c(O)c(N=Nc2ccc(Cl)c(C(=O)O)c2)c2ccccc21`?
N370S GC mod: 10%; TDP1 cell noCPT: 7%

What do the screens show for `CSc1ncc(S(=O)(=O)c2ccccc2)c(=O)[nH]1`?
N370S GC mod: 5%; TDP1 cell noCPT: -9%; TDP1 block: 4%

Results for O=C1OCCN1C(=O)[C@H]1[C@H](c2ccc(Cl)cc2)C(c2cccc(Cl)c2)=NN1c1ccccc1 ?
N370S GC mod: 22%&10%; TDP1 cell noCPT: inconclusive; TDP1 block: 3%

What do the screens show for `CSc1nc2c(c(-c3ccc(O)cc3)c1C#N)CCC2`?
N370S GC mod: -18%; TDP1 cell noCPT: inconclusive; TDP1 block: 7%

How did Cc1cc(C)nc(SCC(=O)OCN2C(=O)c3ccccc3C2=O)n1 do in these assays?
N370S GC mod: -12%; TDP1 cell noCPT: -18%; TDP1 block: 9%

How did OCC1(Cc2ccccc2)CCN(Cc2ccc(C(F)(F)F)cc2)CC1 do in these assays?
N370S GC mod: -5%; TDP1 cell noCPT: 18µM*; TDP1 block: 0%

Results for O=C(Cc1cc(=O)[nH]c(=O)[nH]1)NCC1CCCO1 (stereo not given) ?
N370S GC mod: 15%; TDP1 cell noCPT: -13%; TDP1 block: 0%

Results for O=C(COc1ccc([N+](=O)[O-])cc1)Nc1cccc(C(=O)Nc2ccccc2C(=O)O)c1 ?
N370S GC mod: -23%; TDP1 cell noCPT: 11%; TDP1 block: 4%

How did CC/C=C\[C@H](O)[C@H](O)C1=C(C)C(=O)[C@]2(O1)C(=O)N[C@@](OC)(C(=O)c1ccccc1)C2O (stereo not given in full) do in these assays?
N370S GC mod: -9%; TDP1 cell noCPT: -19%; TDP1 block: -4%

What do the screens show for `CCOC(=O)c1c(NC(=O)COC(=O)c2c(C)noc2C)sc2c1CCC2`?
N370S GC mod: 16%; TDP1 cell noCPT: -15%; TDP1 block: 5%

What do the screens show for `COc1ccc(S(=O)(=O)NCC(c2ccc(N(C)C)cc2)N2CCc3ccccc32)cc1` (stereo not given)?
TDP1 cell noCPT: inconclusive; TDP1 block: 11%

Results for CC(C)n1nc(C(=O)Nc2cccc(S(=O)(=O)N3CCCCC3)c2)c2ccccc2c1=O ?
TDP1 cell noCPT: -28%; TDP1 block: -1%

What do the screens show for `CCc1ccc(NC(=O)Cn2c(=O)n(Cc3ccco3)c(=O)c3cccnc32)cc1`?
TDP1 cell noCPT: -21%; TDP1 block: -4%

How did Cc1ccc(/C=N/NC(=O)CNC(=O)c2cccs2)cc1 do in these assays?
N370S GC mod: -3%; TDP1 cell noCPT: 1%; TDP1 block: 5%

What do the screens show for `COc1ccc(NC(=O)CCCCCN2C(=O)c3cccc([N+](=O)[O-])c3C2=O)c(OC)c1`?
N370S GC mod: -15%; TDP1 cell noCPT: 11%

What do the screens show for `O=C(O)C1CC=CCC1C(=O)N1CC=C(c2ccccc2)CC1` (stereo not given)?
N370S GC mod: -10%; TDP1 cell noCPT: -22%; TDP1 block: -2%

How did CCNC(=O)CC1C(=O)N(c2ccc(C)cc2)C(=O)N1CCC(C)C (stereo not given) do in these assays?
N370S GC mod: -2%; TDP1 cell noCPT: 0%&5%; TDP1 block: 6%

How did O=C(Nc1ccc2c(c1)OCCO2)C1CCN(S(=O)(=O)c2ccccc2)CC1 do in these assays?
N370S GC mod: -19%; TDP1 cell noCPT: -30%; TDP1 block: 2%

What do the screens show for `COc1cc(/C=N/NC(=O)c2cccc(S(=O)(=O)N3CCCC3)c2)ccc1O`?
N370S GC mod: -3%; TDP1 cell noCPT: -30%; TDP1 block: 5%

What do the screens show for `COc1ccc(C(=O)/C(=C\c2ccco2)N2C=CC=CC2=C(C#N)C#N)cc1`?
N370S GC mod: 1%; TDP1 cell noCPT: 0.65µM*; TDP1 block: 6%

What do the screens show for `CC(=O)NCCc1nc2cc(NC(=O)c3cccc([N+](=O)[O-])c3)ccc2n1C`?
N370S GC mod: 0%; TDP1 cell noCPT: 8%

What do the screens show for `CCn1c(SCC(=O)N/N=C/c2cc(OC)c(O)c(OC)c2)nc2ccccc21`?
N370S GC mod: 9%; TDP1 cell noCPT: -1%; TDP1 block: 7%

Results for CCOC(=O)Cc1csc(NC(=O)c2cccc([N+](=O)[O-])c2)n1 ?
N370S GC mod: -4%; TDP1 cell noCPT: inconclusive

How did O=C(NCCc1cccc(F)c1)C1CCC(=O)N(C2CCCCCC2)C1 (stereo not given) do in these assays?
N370S GC mod: -11%; TDP1 cell noCPT: 9%

How did O=C(COc1ccccc1CNCc1ccccc1)Nc1ccccc1 do in these assays?
N370S GC mod: 10%; TDP1 cell noCPT: 18µM*; TDP1 block: 3%

What do the screens show for `CC1CC(C)CN(CCCNC(=O)c2ccc(N3CCCC3=O)cc2)C1` (stereo not given)?
N370S GC mod: 2%; TDP1 cell noCPT: 5%; TDP1 block: 0%

Results for Cc1cccc(-n2ncc3c2CCCC3NC(=O)CN2CCOC2=O)c1C (stereo not given) ?
N370S GC mod: -3%; TDP1 cell noCPT: 8%; TDP1 block: 1%

Two neighbouring compounds out of the list so far, for reference:
What do the screens show for `CCOC(=O)c1ccccc1N1C(=O)CSC1=S`?
N370S GC mod: 4%; TDP1 cell noCPT: inconclusive; TDP1 block: -2%

Results for Cc1cc(NC(=O)CSCC(=O)N(c2ccc(F)cc2)C(C(=O)NC2CCCCC2)c2ccc(O)c(O)c2)no1 (stereo not given) ?
N370S GC mod: 3%; TDP1 cell noCPT: 16µM*; TDP1 block: -5%

Other structures
How did CC(=O)OCC(=O)N1N=C(c2ccc3ccccc3c2)CC1c1ccccc1 (stereo not given) do in these assays?
N370S GC mod: -3%; TDP1 cell noCPT: -10%; TDP1 block: 1%

Results for Cc1ccc(CNC(=O)COC(=O)Cn2nc(C)c([N+](=O)[O-])c2C)cc1 ?
N370S GC mod: -7%; TDP1 cell noCPT: -11%; TDP1 block: -5%

Results for CC(C)CNC(=O)NC(=O)COC(=O)c1cc([N+](=O)[O-])ccc1NCc1ccccc1Cl ?
N370S GC mod: -3%; TDP1 block: 0%

How did Cc1[nH]n(-c2ccccc2)c(=O)c1/C=N/NC(=O)c1cccc([N+](=O)[O-])c1 do in these assays?
N370S GC mod: 7%; TDP1 cell noCPT: 0.65µM*; TDP1 block: 12%

Results for C[C@@H]1CN(C2CCN(Cc3nc(C(c4ccccc4)c4ccccc4)no3)CC2)C[C@H](C)O1 ?
N370S GC mod: 0%; TDP1 cell noCPT: inconclusive; TDP1 block: 6%

Results for NS(=O)(=O)c1ccc(CCn2c(=S)[nH]c3ccccc3c2=O)cc1 ?
N370S GC mod: -22%; TDP1 cell noCPT: inconclusive; TDP1 block: 6%

How did Cc1ccc(C(C)C)c(OCCNC(=O)c2ccccc2O)c1 do in these assays?
N370S GC mod: 8%; TDP1 cell noCPT: 26µM*

What do the screens show for `CCNC(=S)Nc1c(C)n(C)n(-c2ccccc2)c1=O`?
N370S GC mod: -3%; TDP1 cell noCPT: 8%; TDP1 block: 6%

What do the screens show for `COc1ccc2c(c1)O[C@@H](c1cccc(C(F)(F)F)c1)[C@H](OC(=O)NCCOc1ccccc1)C2=O`?
N370S GC mod: 12%; TDP1 block: 11%

Results for CCOc1ccc(-c2c(C(=O)N/N=C/c3ccc(C)cc3)nnn2-c2nonc2N)cc1 ?
N370S GC mod: -4%; TDP1 cell noCPT: inconclusive

How did O=C(Nc1ccccc1N1CCCCC1)c1cccc(F)c1 do in these assays?
N370S GC mod: 5%; TDP1 cell noCPT: -14%; TDP1 block: -2%

How did O=C(NNC(=O)c1cccs1)c1ccc2ccccc2c1 do in these assays?
N370S GC mod: 6%; TDP1 cell noCPT: 6%; TDP1 block: 1%

How did COc1ccc(S(=O)(=O)N2CCC(C(N)=O)CC2)cc1C(=O)N1CCCCCC1 do in these assays?
N370S GC mod: -9%; TDP1 cell noCPT: -10%

Results for Clc1ccccc1OCCSc1nnc(-c2cccs2)o1 ?
TDP1 cell noCPT: -22%; TDP1 block: -17%

An excerpt from above in order of count of non-hydrogen atoms, ascending.
What do the screens show for `CCNC(=S)Nc1c(C)n(C)n(-c2ccccc2)c1=O`?
N370S GC mod: -3%; TDP1 cell noCPT: 8%; TDP1 block: 6%

Results for Clc1ccccc1OCCSc1nnc(-c2cccs2)o1 ?
TDP1 cell noCPT: -22%; TDP1 block: -17%

How did O=C(Nc1ccccc1N1CCCCC1)c1cccc(F)c1 do in these assays?
N370S GC mod: 5%; TDP1 cell noCPT: -14%; TDP1 block: -2%

How did Cc1ccc(C(C)C)c(OCCNC(=O)c2ccccc2O)c1 do in these assays?
N370S GC mod: 8%; TDP1 cell noCPT: 26µM*

Results for Cc1ccc(CNC(=O)COC(=O)Cn2nc(C)c([N+](=O)[O-])c2C)cc1 ?
N370S GC mod: -7%; TDP1 cell noCPT: -11%; TDP1 block: -5%

How did Cc1[nH]n(-c2ccccc2)c(=O)c1/C=N/NC(=O)c1cccc([N+](=O)[O-])c1 do in these assays?
N370S GC mod: 7%; TDP1 cell noCPT: 0.65µM*; TDP1 block: 12%

How did CC(=O)OCC(=O)N1N=C(c2ccc3ccccc3c2)CC1c1ccccc1 (stereo not given) do in these assays?
N370S GC mod: -3%; TDP1 cell noCPT: -10%; TDP1 block: 1%

Results for CC(C)CNC(=O)NC(=O)COC(=O)c1cc([N+](=O)[O-])ccc1NCc1ccccc1Cl ?
N370S GC mod: -3%; TDP1 block: 0%
